Bioassay records as filed in PubChem BioAssay.
core dimer inh: inhibitors of HCV core protein dimerization, primary screen, biochemical, TR-FRET, high-throughput | TR-FRET GST/Flag-core106 dimerization, 1536-well | inhibition, % at 5 µM | hit rate 0.33% among 300,000 | AID 1899, 2009;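 active = inhibition above the mean of all tested compounds plus 3 SD, set per screening campaign, cut at about 45% in these data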
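Assay system: GST-tagged and Flag-tagged HCV core protein residues 1-106 / Times: compound-protein-antibody incubation 4 h at 22.5 °C / Signal: time-resolved FRET, ex 340 nm, em 617 and 671 nm / Evaluation: % inhibition based on acceptor/donor emission ratio / Benchmarks: wells lacking GST-core106 and wells with excess unlabelled core106 / Repeats: singlicate, one well per compound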
PP5 primary: PP5 phosphatase inhibitors, primary screen, biochemical, fluorescence. purified PP5c, OMFP substrate fluorescence. inhibition, % at 6.7 µM. hit rate 0.18% among 320,000;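 active = inhibition above the campaign's mean inhibition across all tested compounds plus 3 SD, cut at about 9.5% in these data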;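 note: 0% = DMSO only and 100% = 100 µM cantharidin control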
GRK2 aptamer HTS: compounds blocking aptamer binding on GRK2 – biochemical, human GRK2, bead flow cytometry, HTS, primary screen | AID 488847, 2010 | FAM-aptamer displacement from GRK2 | inhibition of aptamer binding, % at 10 µM | hit rate 0.59% among 330,000;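 active = inhibition of aptamer binding above 40%, roughly 3 SD of noise, on plates passing a quality check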;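 note: median bead fluorescence of bound FAM aptamer so fluorescent compounds give negative values; no value below 0 was filed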
Target sequence (P25098 whole entry, looked up): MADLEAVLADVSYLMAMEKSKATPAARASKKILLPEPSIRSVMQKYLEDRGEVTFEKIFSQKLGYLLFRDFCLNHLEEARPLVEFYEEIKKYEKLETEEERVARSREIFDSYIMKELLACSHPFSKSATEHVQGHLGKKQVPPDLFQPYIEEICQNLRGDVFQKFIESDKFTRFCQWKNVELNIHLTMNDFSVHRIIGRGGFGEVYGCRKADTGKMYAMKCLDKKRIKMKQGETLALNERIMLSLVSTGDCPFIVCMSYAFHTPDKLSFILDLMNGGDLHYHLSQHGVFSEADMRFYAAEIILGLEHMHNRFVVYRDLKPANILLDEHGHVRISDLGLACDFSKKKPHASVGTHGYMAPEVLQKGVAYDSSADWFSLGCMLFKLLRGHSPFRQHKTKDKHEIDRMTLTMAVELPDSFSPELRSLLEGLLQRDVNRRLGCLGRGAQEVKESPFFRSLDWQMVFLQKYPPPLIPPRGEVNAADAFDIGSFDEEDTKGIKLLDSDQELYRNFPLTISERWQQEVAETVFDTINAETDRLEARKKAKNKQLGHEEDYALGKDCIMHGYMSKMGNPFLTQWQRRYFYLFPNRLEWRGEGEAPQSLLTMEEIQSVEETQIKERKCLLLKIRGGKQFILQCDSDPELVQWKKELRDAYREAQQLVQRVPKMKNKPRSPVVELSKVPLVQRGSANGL
JMJD2C inh: inhibitors of GASC-1 histone demethylase, primary screen, biochemical, fluorescence, DELFIA europium; GST-JMJD2C(1-420) H3K9me3 demethylation; AID 2099, 2009; hit rate 0.069% among 330,000; inhibition, % at 2.35 µM;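 active = more than half of a compound's replicate wells show inhibition beyond 50%, single wells judged on their own value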;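 note: signal counts dimethyl H3K9 product captured on neutravidin plate; 0% = median of DMSO wells and 100% = 0.3 times that DMSO median; strong numbers were not always called active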
VLA-4 inh: inhibition in human VLA-4 binding assay, primary screen, VLA-4 allosteric modulator project, MLPCN library, flow cytometry, VLA-4 expressing cells. Integrin alpha-4 (Homo sapiens), P13612. inhibition, % (about 7 µM as worked out from the volumes in the protocol). ligand binding flow cytometry. hit rate 0.2% among 330,000; in the data active = inhibition above about 50%
proCasp3 act: activators of human procaspase-3 D3A mutant, primary screen, biochemical, absorbance, PC-3 D3A mutant, single concentration; recombinant procaspase-3 D3A, Ac-DEVD-pNA absorbance 405 nm; hit rate 0.11% among 330,000; activation, % at 8.5 µM;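 active = activation above the mean of all tested compounds plus 3 SD, cut at about 21% in these data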;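 note: 0% = DMSO alone and 100% = DMSO wells spiked with extra 5 µM PC-3 D3A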
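System: Procaspase-3 D3A mutant. Medium: Zinc-free 300 mM NaCl, 50 mM HEPES, 0.01% Triton X-100. Schedule: 1 h preincubation plus 2 h reaction at 25 °C. Measured by: 405 nm absorbance of p-nitroaniline, reads at 0 and 120 min. Read-out: percent activation relative to control range.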
PP1 counter: PP1-alpha phosphatase inhibitors, primary screen, counter-screen for PP5 inhibitor project, biochemical, fluorescence, OMFP substrate, single point; hit rate 0.9% among 320,000; AID 2235, 2010; inhibition, % at 6.7 µM; purified PP1alpha; Serine/threonine-protein phosphatase PP1-alpha catalytic subunit (Homo sapiens), P62136;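 active = inhibition above the mean inhibition of all tested compounds plus 3 SD, computed separately for each screening campaign, cut at about 15% in these data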
procasp7 counter: procaspase-7 activators, primary screen, counter-screen for procaspase-3 activator project, biochemical, absorbance, HTS, human; recombinant procaspase-7, Ac-DEVD-pNA absorbance 405 nm; D23A/D198A/D206A triple mutant, cannot self-cleave; scale: DMSO 0, 5 µM enzyme 100; activation, % at 8.5 µM; hit rate 0.093% among 330,000; AID 463210, 2010;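 active = percent activation above the screen-wide mean plus 3 SD, cut at about 25% in these data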
Target sequence (P55210 whole entry D23A/D198A/D206A): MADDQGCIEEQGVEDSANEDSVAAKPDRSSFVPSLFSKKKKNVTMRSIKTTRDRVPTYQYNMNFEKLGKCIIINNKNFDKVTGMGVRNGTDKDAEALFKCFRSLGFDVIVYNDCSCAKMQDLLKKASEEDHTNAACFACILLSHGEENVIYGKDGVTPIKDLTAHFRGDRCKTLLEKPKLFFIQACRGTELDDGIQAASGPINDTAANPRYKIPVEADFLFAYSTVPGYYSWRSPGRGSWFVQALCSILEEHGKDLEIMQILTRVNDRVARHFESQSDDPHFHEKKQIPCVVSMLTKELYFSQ
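Assay system – Uncleavable procaspase-7 mutant enzyme · Quantity – 2 µM procaspase-7 mutant as dispensed · Times – 1 h preincubation, 2 h reaction · Dosing – single nominal 8.5 µM compound dose, 0.8% DMSO final · Buffer or medium – Zinc-free 50 mM HEPES buffer, pH 7.4, with NaCl and Triton X-100 · Detection – Epi-absorbance of released pNA at 405 nm, two timepoints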
CTSL1 counter: Fasciola hepatica cathepsin L1 inhibitors, primary screen, counter-screen for PFM18AAP inhibitor project, biochemical, QFRET, fluorogenic peptide substrate | recombinant F. hepatica cathepsin L1, Z-Leu-Arg-MCA fluorescence | inhibition, % at 5.96 µM | hit rate 0.49% among 300,000;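 active = inhibition above the mean of all tested compounds plus 3 SD, set per screening campaign, cut at about 17% in these data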;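 note: 0% = plate median of test compound wells and 100% = 1 µM Z-Phe-Ala-diazomethylketone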
An asterisk follows results filed as active; x = not tested or not shown; & = joins results of further samples.

Structure	CTSL1 counter	GRK2 aptamer HTS	PP5 primary	proCasp3 act	core dimer inh	JMJD2C inh	VLA-4 inh	procasp7 counter	PP1 counter
COc1ccc(C2/C(=C(\O)c3ccc4c(c3)CC(C)O4)C(=O)C(=O)N2Cc2cccnc2)c(OC)c1 (stereo not drawn)	0	0	3.5	-1	8	12	3	-50	8
O=[N+]([O-])c1ccc(Sc2ccccc2Cl)nc1	3	0	-1.8	-14	-1	-1	10	-3	-2
COc1ccc(-n2cc(CNCCCN3CCCC3=O)c(-c3ccccc3Cl)n2)cc1	0	0	-0.2	0	-8	-14	6	12	-3
Cc1nn(C(=O)c2ccoc2C)c(N)c1-c1ccccc1	6	0	0.5	-4	-12	17	-18	-6	-3
Cc1ccc(C(=O)NCC2CCCN2S(=O)(=O)c2cccs2)cc1C (stereo not drawn)	-2	0	-0.4	-4	4	-3	2	-3	-4
COc1ccccc1S(=O)(=O)Cc1ccc(C(=O)NC(C)c2ccc3c(c2)OCCO3)o1 (stereo not drawn)	11	2	3.4	7	2	1	-8	-13	-8
CN(C)C(=O)c1ccc(-n2nc(C(F)(F)F)c3c2CCCC3)cc1	10	2	3.1	4	2	6	1	8	5
O=C(NCC(=O)N(CC1CCCO1)C(C(=O)NC1CCCCC1)c1cccnc1)c1cccs1 (stereo not drawn)	1	0	-2.9	3	-2	4	11	6	-1
COC(=O)c1c(C(=O)OC)c(-c2ccc(C)cc2)n2c1CS(=O)(=O)C2	-4	2	-2.0	-4	0	7	10	11	-3
COc1ccc(CCN=C(N)NS(=O)(=O)c2ccccc2)cc1OC	-3	5	2.1	6	-7	5	17	-2	-6
Cc1ccc(-c2nc3c(c(=O)[nH]c(=O)n3CC(C)C)n2CC(C)C)cc1[N+](=O)[O-]	4	0	0.1	5	3	1	4	-2	2
Cc1cc(C(=O)COC(=O)C2=NNC(=O)CC2)c(C)n1CCc1ccccc1	-7	0	-1.6	-7	3	22	-7	9	3
CCCOC(=O)c1ccc(NC(=O)CC(C)(C)C)cc1	-2	2	3.1	14	0	0	-4	11	-1
Cc1ncoc1C(=O)N1CCCC(C(=O)c2cccc(OC(C)C)c2)C1 (stereo not drawn)	-2	0	0.8	5	-7	0	-2	-4	-1
CC1CC(C)(C)NC(=S)N1CCC(=O)N1CCc2ccccc2C1 (stereo not drawn)	0	1	0.4	6	-2	16	-3	-1	3
CCCCc1cc(=O)oc2cc(OCC(=O)NCCN3CCOCC3)c(Cl)cc12	0	0	2.5	-1	4	3	8	2	-3
CCOc1cc(C(=S)N2CCOCC2)ccc1OC(=O)c1ccccc1	-1	2	0.8	-11	-5	26	-7	-3	0
O=C(NCC1OCCc2ccccc21)c1cc(COc2c(F)cccc2F)on1 (stereo not drawn)	-5	0	2.8	-4	0	-23	-2	-5	0
COC(=O)COc1ccc2oc(=O)cc(-c3cc4cccc(OC)c4o3)c2c1	-2	0	-2.6	0	6	-2	1	8	-2
CCC(=O)c1ccc(OCC(O)CN2CCN(C(c3ccccc3)c3ccccc3)CC2)cc1 (stereo not drawn)	0	0	4.8	-2	-2	19	11	0	0
CCC(c1nnnn1CCC(C)C)N1CCC(C(N)=O)CC1 (stereo not drawn)	1	0	-2.8	5	1	-3	4	-14	8
CCCCCCCCNC(C)C(O)c1ccc(SC(C)C)cc1 (stereo not drawn)	1	0	5.2	-1	-22	16&1	-2	6	5
COc1cc(NS(=O)(=O)c2ccc3c(c2)n(C)c(=O)n3C)cc(OC)c1	0	1	1.9	6	-1	8	-1	2	0
CCn1c(=N)n(CC(=O)c2ccc(Cl)c(Cl)c2)c2ccccc21	1	0	2.9	-2	-2	8	9	4	-1
CN(C)CCCNCCCNC(=O)c1ccco1	-2	0	-0.2	9	3	4	-1	7	-2
CCn1c2ccccc2c2cc(NC(=O)CSc3nnc(-c4cccc(F)c4)o3)ccc21	3	0	2.1	0	22	15	-2	13	-2
CC1CN(C(=O)C2CC(=O)N(c3ccc(Cl)cc3)C2)CC(C)O1 (stereo not drawn)	-3	3	-0.2	-5	-11	-7	5	-14	-3
CCOc1ccc(S(=O)(=O)NCc2ccccn2)c(C)c1C	0	2	0.0	-5	12	-4	10	6	2
COc1ccc2c(/C=N/NS(=O)(=O)c3ccc(C)cc3)c[nH]c2c1	-1	1	-0.1	-6	-4	5	-2	-7	0
CCC1=Nc2cc(C(=O)NCC3CCCO3)ccc2Sc2ccc(Br)cc21 (stereo not drawn)	0	1	0.7	-4	5	10	6	-7	1
CCc1ccc(OCCOCC(O)CNC2CCCC2)cc1 (stereo not drawn)	-4	0	0.5	0	-6	x	7	2	0
CCS(=O)(=O)C1=NSC2=NC(=O)/C(=C\c3ccc(OC(=O)c4ccco4)cc3)C(=N)N21	-1	0	1.4	9	-11	6	17	0	1
Cc1cc(C(F)F)nn1CC(=O)NC1C(=O)N2C(C(=O)O)=C(CSc3nnnn3C)CSC12 (stereo not drawn)	1	9	-1.0	-7	-3	-2	2	-20	-2
Cc1occc1C(=O)N(Cc1nc(-c2ccccc2)no1)C(C)C	1	0	1.1	0	0	-2	4	3	-1
O=C(C1CCN(S(=O)(=O)c2ccc(Cl)cc2)CC1)N1CCOCC1	0	1	0.4	1	-2	-5	5	-1	-1
Cc1cc(C)cc(NC(=O)Cc2ccc(S(=O)(=O)N3CCCC3)s2)c1	x	4	3.2	0	x	4	15	-2	2
COc1ccc(-c2csc(NC(=O)C3CCCO3)n2)cc1 (stereo not drawn)	-2	1	-1.2	3	-4	1	3	2	-2
CC(=O)Nc1cc2nc(C)n(Cc3ccccc3[N+](=O)[O-])c2nc1C	-1	0	-0.8	2	11	6	-1	3	-3
COCCSc1nnc(NC(=O)CSCc2ccccc2)s1	-3	0	-1.8	-6	0	-7	-1	-10	-2
CCOC(=O)C1C(c2cccc([N+](=O)[O-])c2)C2C(=O)NN=C2CC1(C)O (stereo not drawn)	-1	4	-1.1	-5	-6	1	6	10	-5
Cc1cc(C)c(Cn2cnc(-c3ccc([N+](=O)[O-])cc3)c2)c(C)c1	-5	2	3.3	-1	5	-3	-17	0	6
CC1CN(c2ccccc2)CCN1C(=O)c1cc(COc2c(F)cccc2F)on1 (stereo not drawn)	2	0	4.6	7	7	-26	-121	3	7
CCC(=O)NC(c1ccco1)c1cc(Cl)c2ccccc2c1O (stereo not drawn)	x	0	3.0	1	x	4	-6	1	-1
CCCCCOc1ccccc1C(=O)NCCCCCC(=O)O	-1	0	1.6	-2	-5	-3	0	-8	0
Cc1ccc(N2C(=O)N3[C@H](c4ccc(Br)cc4)[C@@H]4C(=O)N(C(C)(C)C)C(=O)[C@@H]4[C@]3(C)C2=O)cc1	-4	0	5.8	8	-9	-6	29	2	3
CCN(CC)CCCN1C(=O)C(O)=C(C(=O)c2ccc(C)o2)C1c1ccc(C)o1 (stereo not drawn)	-4	0	0.5	-25	-6	-2	8	-87	2
Cc1ccc(C(=O)Nc2ccc3c(c2)CCC3)cc1	3	0	1.7	7	4	5	1	-3	0
O=C(COC(=O)c1cc(=O)[nH]c2ccccc12)NCc1cccc(Cl)c1	x	0	5.3	4	x	-16	-11	-4	1
COC(=O)[C@H](Cc1ccccc1)NC(=O)Nc1ccc(OC)cc1	0	0	1.5	4	1	3	1	6	-2
COc1ccc2nc(NC(=O)CSc3nnc4n3C(C)(C)Cc3ccccc3-4)sc2c1	2	1	1.3	-3	-2	22	-1	5	-1
CC1CCN(C(=O)c2ccc(S(=O)(=O)Cc3cc(F)ccc3F)c([N+](=O)[O-])c2)CC1	2	4	3.0	-5	0	2	2	4	-2
Cc1ccc2[nH]c(=O)c(CN(Cc3cccnc3)C(=O)c3ccncc3)cc2c1	-1	8	-1.8	0	2	6	6	19	-6
Cc1nc(C)c(-c2csc(Nc3ccc(F)cc3)n2)s1	3	0	2.8	1	-2	3	-4	0	-3
COc1ccc(OCC(=O)N2c3ccccc3CCc3ccccc32)cc1	-3	4	4.4	5	-3	-1	14	8	0
O=C(CCN1CCN(c2ccccc2)CC1)Nc1ccc2c(c1)OCO2	1	0	-0.4	8	10	-6	9	5	4
Cc1ccc(C2SCC(C(=O)O)N2C(=O)c2ccc(F)cc2)cc1 (stereo not drawn)	-1	3	-1.3	-1	2	3	-7	6	-3
Cc1ccc(NC(=S)N(Cc2cccs2)Cc2cc3cc(C)cc(C)c3[nH]c2=O)cc1	1	0	1.1	6	-8	-2	7	9	2
O=C(N/N=C\C=C\c1ccc2c(c1)OCO2)c1ccc(F)cc1	3	2	-1.2	-2	-1	5	-1	-2	-3
N#C/C(C(=O)c1ccccc1)=C1/CCCN1	2	0	0.9	5	-6	0	6	3	-2
CC(=O)OCC1(C)CN(c2ccccc2)NC1=O (stereo not drawn)	-2	13	3.7	-10	-10	5	-10	-14	1

(cont.)
Structure	CTSL1 counter	GRK2 aptamer HTS	PP5 primary	proCasp3 act	core dimer inh	JMJD2C inh	VLA-4 inh	procasp7 counter	PP1 counter
CC(=O)c1ccc(CCCC(=O)O)cc1	-1	2	-1.9	1	-3	0	1	7	0
CCc1ccc(NC(=O)CSc2nc(=O)n(CCCN3CCOCC3)c3c2CCC3)cc1	1	2	0.9	3	-1	6	3	5	-2
O=C(CCn1cccn1)Nc1ccc2c(c1)OCCO2	3	2	1.9	6	-15	8	4	7	-1
CC(C)(C)NC(=O)C(=O)N/N=C/c1ccc(Br)cc1	-1	1	2.4	2	-2	9	-1	10	-1
